Source: PubChem BioAssay
AI-2 QS modul = modulates the Vibrio harveyi AI-2 quorum sensing system. Vibrio harveyi JMH597 AI-2 luminescence/OD600 ratio, 9 h; stronger effect = lower value; strain lacks LuxN and CqsS sensors; 0 = neutral-control median. activity change, % at 7.5 µM. 300,000 tested, 0.4% active; in the data active means activity change below about -75%, passing the limit was not always enough; inconclusive means no clear call, values can overlap the other calls;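 further: luminescence divided by OD600 gain over 9 h not by final OD600 alone; inactives centre near 13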
HIF act = HIF pathway transcriptional activation; U2OS HRE-luciferase reporter, luminescence; normalized: DMSO 0%, desferrioxamine 100%; activation, % at 7.5 µM (by protocol); 300,000 tested, 0.32% active;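 active means mean activation of at least 10% of the iron chelator positive control signal, with at least half of replicates also reaching 10%; inconclusive means mean and replicate majority disagree about reaching 10%; inactive means mean and most replicates under 10%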
TRPC4 PAM = allosterically enhances the mouse TRPC4 cation channel; Q9QUQ5; HEK293 TRPC4beta/mu-opioid, DAMGO EC20, Fluo-4 Ca2+ flux; stronger effect = higher value; B-score at 10 µM; 310,000 tested, 0.42% active;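 active means B-score of calcium response area above 5 SD of library B-scores, with initial fluorescence ratio within 5 SD of library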;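 further: B-score of integrated fluorescence ratio over time as area under calcium response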
TRPC6 act = activators of mouse TRPC6 channel; HEK293-TRPC6 membrane potential dye fluorescence; stronger effect = higher value; B-score at 10 µM; 310,000 tested, 0.13% active; Q61143;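 active means B-score of the integrated fluorescence ratio above library mean plus 3 SD, and starting fluorescence ratio within library mean plus 5 SD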;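 further: higher score means more depolarization so channel activation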
Target sequence (Q61143 whole entry, looked up): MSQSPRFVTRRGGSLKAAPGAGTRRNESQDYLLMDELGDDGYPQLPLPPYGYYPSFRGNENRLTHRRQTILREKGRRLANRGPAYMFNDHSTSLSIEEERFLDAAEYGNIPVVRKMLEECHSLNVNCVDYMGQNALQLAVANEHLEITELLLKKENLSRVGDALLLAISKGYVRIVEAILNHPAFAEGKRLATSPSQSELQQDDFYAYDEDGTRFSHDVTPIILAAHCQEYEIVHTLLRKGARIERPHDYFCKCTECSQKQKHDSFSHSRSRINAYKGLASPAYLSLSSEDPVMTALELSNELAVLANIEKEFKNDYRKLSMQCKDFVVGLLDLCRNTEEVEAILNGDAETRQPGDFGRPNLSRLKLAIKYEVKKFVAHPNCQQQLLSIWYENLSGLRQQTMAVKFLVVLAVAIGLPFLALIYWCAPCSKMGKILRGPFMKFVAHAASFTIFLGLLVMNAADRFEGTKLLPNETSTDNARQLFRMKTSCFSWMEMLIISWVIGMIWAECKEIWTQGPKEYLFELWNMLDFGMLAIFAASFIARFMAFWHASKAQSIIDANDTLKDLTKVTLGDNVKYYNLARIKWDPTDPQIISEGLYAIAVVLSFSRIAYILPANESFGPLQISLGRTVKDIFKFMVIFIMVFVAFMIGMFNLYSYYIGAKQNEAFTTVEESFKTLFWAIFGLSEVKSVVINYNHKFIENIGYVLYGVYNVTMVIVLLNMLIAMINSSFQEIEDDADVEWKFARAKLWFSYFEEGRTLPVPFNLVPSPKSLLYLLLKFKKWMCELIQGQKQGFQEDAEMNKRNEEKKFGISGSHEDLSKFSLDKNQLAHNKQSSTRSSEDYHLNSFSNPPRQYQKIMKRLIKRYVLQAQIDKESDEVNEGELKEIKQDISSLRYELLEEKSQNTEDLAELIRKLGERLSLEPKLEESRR
TRPC4 act = activators of mouse TRPC4 channel. HEK293 TRPC4beta/mu-opioid, Fluo4 calcium fluorescence; stronger effect = higher value. Q9QUQ5. B-score at 10 µM. 310,000 tested, 0.49% active;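 active means B-score above 5 SD of library B-scores, and initial fluorescence ratio not above library mean plus 5 SD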;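 further: positive B-score marks a calcium rise read as TRPC4 activation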
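Assay system – TRPC4beta and mu-opioid receptor HEK293 stable cells · Measured by – Fluo4 fluorescence, kinetic · Schedule – dye loading 45 min room temperature, 110 s kinetic read · Read-out – B-scored integrated calcium fluorescence ratio · Controls – buffer and maximal DAMGO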
PolyA inhibitor = yeast polyadenylation inhibition; AID 1875; 300,000 tested, 0.02% active; S. cerevisiae SKY197-pL101 polyadenylation reporter, beta-gal luminescence; efflux-impaired pdr1/pdr3 knockout yeast; score 100 = 6 SD above DMSO; calls only at 12 µM;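 active means lowest replicate activity score at least 50, where 100 means six control SD above control mean; inconclusive means lowest score under 50 but half or more replicates reach 50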;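 further: yeast exposed to compound for 9 h at 30 °C; higher score means more reporter readthrough which indicates perturbed polyadenylation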
TRPC6 inhibitor = blocks the mouse TRPC6 cation channel. Q61143. HEK293-TRPC6, membrane potential dye, ACh-evoked depolarization; stronger effect = lower value. B-score at 10 µM. 310,000 tested, 1.1% active. AID 2553;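 active means B-score under library mean minus 3 SD, initial fluorescence not abnormally high, positive integrated signal ratio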;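 further: B-score derived from integrated fluorescence ratio over the kinetic read; more negative B-score means stronger inhibition of depolarization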
TRPC4 block = inhibitors of mouse TRPC4 channel. Q9QUQ5. HEK293 TRPC4beta/mu-opioid, DAMGO-evoked Fluo4 calcium flux; stronger effect = lower value. B-score at 10 µM. 300,000 tested, 0.39% active. AID 2247;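 active means B-score over 3 SD under the library average, no early fluorescence shift, positive overall ratio signal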
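Assay system: Stable TRPC4beta/mu-opioid receptor HEK293 cells | Reagent: DAMGO in two steps, submaximal then maximal | Compound dosing: Single concentration per test compound | Signal: Fluo4 Ca2+ flux fluorescence | Evaluation: Per-well B score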
MrgX1 agonist = agonists of human MrgX1 receptor; B-score at 10 µM; 310,000 tested, 0.44% active; MrgX1-HEK293 cells, Fluo-4 calcium fluorescence, agonist mode; stronger effect = higher value;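 active means calcium response B-score plate-corrected fluorescence ratio at least 3 library SD, with starting fluorescence B-score inside 5 SD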
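Assay system: MrgX1-expressing HEK293 cells / Amount: fifteen thousand cells per well / Doses: test compound in the initial addition of three / Timing: cells plated overnight, dye loaded 0.5 h 37 °C, 0.5 h room temperature / Technique: kinetic calcium dye fluorescence, Fluo-4 NW / Control set: positive and negative controls per plate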
MrgX1 antagonist = human MrgX1 receptor antagonism, primary screen. MRGX1-HEK293 calcium flux, Fluo-4, BAM8-22 antagonism; stronger effect = lower value. Q96LB2. AID 588676. B-score at 10 µM. 310,000 tested, 1.3% active;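 active means calcium-response B-score plate-corrected more than 3 library SD below zero, starting fluorescence within 5 deviations, no agonist response on first addition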;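 further: peak minus trough fluorescence over baseline after final BAM8-22 challenge near maximal dose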
MrgX1 PAM = human MrgX1 positive allosteric modulation, primary screen; B-score at 10 µM; MrgX1-HEK293, Fluo-4 calcium flux, FDSS; stronger effect = higher value; AID 588675; Q96LB2; 310,000 tested, 0.63% active;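 active means plate-corrected calcium response at least 3 library SD above typical, normal starting fluorescence, not activating the receptor alone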;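 further: compound read alongside a low EC10 to EC30 dose of BAM8-22 agonist; peak minus trough fluorescence over baseline measured at the second addition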
Active calls of the source: *; i = inactive; u = inconclusive; x = not tested or not shown. The list is partial; count on the stated rates, not on these rows.

Values run as follows: AI-2 QS modul	HIF act	TRPC4 PAM	TRPC6 act	TRPC4 act	PolyA inhibitor	TRPC6 inhibitor	TRPC4 block	MrgX1 agonist	MrgX1 antagonist	MrgX1 PAM
- O=C(CSc1nnc(-c2ccccn2)n1Cc1ccco1)c1ccc(-c2ccccc2)cc1
 : 10	-0.1	i	i	i	i	i	i	i	i	i
- NC(=O)C1CCN(c2oc(/C=C/c3ccccc3)nc2S(=O)(=O)c2ccccc2)CC1
 : 27	-0.4	i	i	i	i	i	i	i	i	i
- CC1CCCCC1NC(=O)COC(=O)c1ccc2ccccc2n1 (stereo not given)
 : 24	-0.6	i	i	i	i	i	i	i	i	i
- COc1ccccc1NC(=O)C1C2C=CC(O2)C1C(=O)O (stereo not given)
 : 3	0.0	i	i	i	i	i	i	i	i	i
- O=C(O)CC(NC(=O)c1sc2ccccc2c1Cl)c1ccc(OC2CCCC2)cc1 (stereo not given)
 : 11	-0.2	i	i	i	i	i	i	i	i	i
- CC(C)N1CCN(c2ccc(S(=O)(=O)N3CCOCC3)cn2)CC1
 : 16	x	i	i	i	x	i	i	i	i	i
- CCC1=Nc2cc(C(=O)NCCN3CCOCC3)ccc2Sc2ccccc21
 : 15	0.2	i	i	i	i	i	i	i	i	i
- O=C(NC1CCN(Cc2ccccc2)CC1)c1c(Cl)cccc1Cl
 : 3	0.6	i	i	i	i	i	i	i	i	i
- CC(OC(=O)c1ccc(S(=O)(=O)N(C)C)cc1)C(=O)Nc1ccc(Cl)cn1 (stereo not given)
 : 6	0.0	i	i	i	i	i	i	i	i	i
- COc1ccc(N2C(=O)C3CCCN3C2c2cccc(C)c2)cc1 (stereo not given)
 : 22	0.3	i	i	i	i	i	i	i	i	i
- CCN1CCCC1CNC(=O)C(NC(=O)C1CCC(C)CC1)C(C)C (stereo not given)
 : 7	-0.3	i	i	i	i	i	i	i	i	i
- Cc1ccc(CSCCNC(=O)c2ccccc2)cc1
 : 23	0.0	i	i	i	i	i	i	i	i	i
- CCOC(=O)C1(Cc2ccccc2)CCN(Cc2cccn2-c2nccs2)CC1
 : 9	-0.2	i	i	46*	i	i	i	i	i	i
- Cc1ccc(NC(=O)C2CCCN(C(=O)c3ccc(Cl)cc3)C2)cc1C (stereo not given)
 : 34	3.2	i	i	i	i	i	i	i	i	i
- C/C=C\C=C\C(=O)N1CC2(CC(c3cccc(NC(=O)/C(C)=C\C)c3)=NO2)C[C@H]1C(N)=O (stereo not given in full)
 : -4	0.0	i	i	i	i	i	i	i	i	i
- O=C(c1nnc(Cc2ccc(Cl)cc2)o1)N1CCc2ccccc2C1
 : 12	-0.1	i	i	i	i	i	i	i	i	i
- CCOC(=O)CNC(=O)c1cn(CC(C)C)c(=O)c2cc(OC)c(OC)cc12
 : 37	-0.6	i	i	i	i	i	i	i	i	i
- Cc1ccc(C(=O)NC(C)c2ccc(S(N)(=O)=O)cc2)s1 (stereo not given)
 : 56	-0.4	i	i	i	i	i	i	i	i	i
- O=C(CCN1C(=O)c2ccccc2C1=O)Nc1ccc(-c2nc3ccccc3s2)cc1
 : 11	1.9	i	i	i	i	i	i	i	i	i
- Cc1ccc(CC(=O)Nc2nccs2)cc1
 : 12	-2.6	i	i	i	i	i	i	i	i	i
- Cc1ccccc1-c1nnn(CC(=O)NCc2ccc3c(c2)OCO3)n1
 : 19	0.1	i	i	i	i	i	i	i	i	i
- CCOc1ccc(/C(O)=C2/C(=O)C(=O)N(c3ccccn3)C2c2ccc(C)cc2)c(C)c1 (stereo not given)
 : 19	-0.4	i	i	i	i	i	i	i	i	i
- O=C(CCCOc1ccc(Cl)cc1)N1CCOCC1
 : 25	0.4	i	i	i	i	i	i	i	i	i
- CCOC(=O)c1c(NC(=O)CSc2nnc(C)s2)sc2c1CCC(C)C2 (stereo not given)
 : 19	-0.2	i	i	i	i	i	i	i	i	i
- COc1ccc(C(=O)N/N=C/c2ccc(OC)c(OS(=O)(=O)c3ccccc3)c2)cc1
 : 42	0.4	i	i	i	i	i	i	i	i	i
- CCN(CC)C(=O)c1c(-c2ccccc2)oc2ccc(O)cc12
 : 30	-15	i	i	i	i	i	i	i	i	i
- CCCCc1cc(=O)oc2cc(C)cc(OCC(=O)Nc3ccccn3)c12
 : 12	1.2	i	i	i	i	i	i	i	i	i
- O=C(Cc1cccs1)Nc1nc2c(s1)CCCC2
 : 18	1.5	i	i	i	i	i	i	i	i	i
- Cc1ccc(CNCC(=O)Nc2ccc(N3CCOCC3)cc2)cc1
 : 5	0.0	i	i	i	i	i	i	i	i	i
- Cc1ccc(C(=O)CSc2cc(C)[nH]c(=O)n2)cc1
 : 30	u	i	i	i	i	i	i	i	i	i
- CCCC1=NN(C(=O)Cc2ccc(OC)c(OC)c2)C(O)(C(F)(F)F)C1 (stereo not given)
 : 3	-0.3	i	i	i	i	i	i	i	i	i
- CC1=C(C#N)C(NC(=O)c2cccc(Cl)c2)(C(F)(F)F)C(=O)N1 (stereo not given)
 : 7	1.0	i	i	i	i	i	i	i	i	i
- CSc1ccc(S(=O)(=O)N2CCC(C(=O)NCCc3ccccc3)CC2)cc1
 : 16	-13	i	i	i	i	i	i	i	i	i
- CCOc1ccc(NC(=O)c2cccc3c2C(=O)N(CC2CCCO2)C3)cc1 (stereo not given)
 : 17	0.6	i	i	i	i	i	i	i	i	i
- COC(=O)c1sc2ccccc2c1NC(=O)c1ccc(S(=O)(=O)N2CCCC(C)C2)cc1 (stereo not given)
 : 16	-0.4	i	i	i	i	i	i	i	i	i
- O=C(C[n+]1cccc(CNC(=O)c2ccc(OC(F)F)cc2)c1)Nc1ccc(SC(F)F)cc1
 : 20	-0.6	i	i	i	i	i	-7*	i	i	i
- COc1ccc([C@@H]2[C@@H]3C(=O)N(C(C)(C)C)C(=O)[C@@H]3[C@]3(Cc4ccccc4)C(=O)N(c4cccc(Br)c4)C(=O)N23)cc1
 : 43	-0.2	i	i	i	x	i	i	i	i	i
- COc1cc(-c2nc(S(=O)(=O)c3ccc(C)cc3)c(N(C)C)o2)cc(OC)c1OC
 : 28	0.1	i	i	i	i	i	i	i	i	i
- COc1ccccc1Nc1ncccc1[N+](=O)[O-]
 : 12	0.4	i	i	i	i	i	i	i	i	i
- CC1(C(=O)NNC(=O)c2cccc([N+](=O)[O-])c2)CC1(Br)Br (stereo not given)
 : 1	-0.2	i	i	i	i	i	i	i	i	i
- Cn1ccnc1C(=O)C1CCCN(Cc2cn[nH]c2-c2ccc(-c3ccccc3)cc2)C1 (stereo not given)
 : 2	1.9	i	i	i	i	i	i	i	i	i
- COc1ccc(CN(Cc2ccc(OC)cc2)C(=O)c2cccs2)cc1
 : 12	0.6	i	i	i	i	i	i	i	i	i
- O=C(N/N=C/c1cc(Br)ccc1O)C(=O)Nc1ccccc1OC(F)(F)C(F)F
 : 18	12*	i	i	i	i	i	i	i	i	i
- O=C(O/N=C1/CCCc2occc21)c1ccc(Cl)cc1Cl
 : x	2.3	i	i	i	i	i	i	i	i	i
- CCCCn1c(N)c(N(CCOC)C(=O)c2ccc(COc3ccccc3)o2)c(=O)[nH]c1=O
 : 19	-0.2	i	i	i	i	i	i	i	i	i
- CC1CN(C(=O)c2ccc(COCC(F)(F)F)o2)CC(C)O1 (stereo not given)
 : 23	-0.2	i	i	i	i	i	i	i	i	i
- Cc1onc(-c2c(Cl)cccc2Cl)c1C(=O)OCC(=O)c1ccccc1
 : 2	-0.5	i	i	i	i	i	i	i	i	i
- COc1ccccc1Nc1nc(Cl)nc(Nc2ccccc2OC)n1
 : 16	-0.2	i	i	i	i	i	i	i	i	i
- O=C(c1ccccc1)N1CCN(C2CCCCC2)CC1
 : 91	0.2	i	i	i	i	i	i	i	i	i
- N#Cc1sc2nc3c(cc2c1N)CCCC3
 : 8	1.3	i	i	i	i	i	i	i	i	i
- Cc1cccc(C)c1NC(=O)COn1nnc2ccc(C(F)(F)F)cc21
 : 3	0.3	i	i	i	i	i	i	i	i	i
- COc1cccc(N(CC(=O)NC2CCCC2)C(=O)Cn2nnc(-c3ccc(C)o3)n2)c1
 : x	-1.2	i	i	i	i	i	i	i	i	i
- O=C(c1noc2c1CCCC2)N1CCN(Cc2ccccc2)CC1
 : 25	0.5	i	i	i	i	i	i	i	i	i
- COc1ccc(C)cc1Nc1n[n+](-c2ccccc2)c(-c2ccc(SC)cc2)s1
 : 19	4.8	i	i	i	i	i	i	i	i	i
- COc1ccc(OC)c(-n2c(CN3CCC(C(N)=O)CC3)nc3ccccc3c2=O)c1
 : 11	1.0	i	i	i	x	i	i	i	i	i
- COc1ccc(/C=C2/Sc3ccc(C(=O)NCCCN4CCOCC4)cc3NC2=O)cc1OC
 : 15	-0.5	i	i	i	i	i	i	i	i	i
- CCN(C(=O)COC(=O)c1[nH]c(=O)[nH]c(=O)c1N)c1ccccc1
 : 30	-0.4	i	i	i	i	i	i	i	i	i
- COc1ccccc1CNC(=O)COC(=O)[C@H](Cc1c[nH]c2ccccc12)NC(=O)c1cccs1
 : 49	-0.6	i	i	i	i	i	i	i	i	i
- O=C(NCc1ccccn1)NC1CCCCC1
 : 13	0.6	i	i	i	i	i	i	i	i	i
- COc1ccc(CCN2CC(C(=O)NCc3nc(C)c(C)s3)CCC2=O)cc1 (stereo not given)
 : -2	0.1	i	i	i	i	i	i	i	i	i

(listing goes on)
Values run as follows: AI-2 QS modul	HIF act	TRPC4 PAM	TRPC6 act	TRPC4 act	PolyA inhibitor	TRPC6 inhibitor	TRPC4 block	MrgX1 agonist	MrgX1 antagonist	MrgX1 PAM
- CC(=O)N(C)c1ccc(OCC(O)CN(Cc2ccco2)S(=O)(=O)c2ccc(C)cc2)cc1 (stereo not given)
 : 26	-25	i	i	i	i	i	i	i	i	i
- COC(=O)c1ccc(CN2CCC(n3nccc3NC(=O)C3CCCC3)CC2)cc1
 : 39	1.1	i	i	i	i	i	i	i	i	i
- CCNc1c(NS(=O)(=O)c2ccc(C3CCCCC3)cc2)c(=O)oc2ccccc12
 : 2	0.4	i	i	i	i	i	i	i	i	i
- CCCNC(=O)C1CC(c2ccccc2[N+](=O)[O-])=NO1 (stereo not given)
 : 18	0.1	i	i	i	i	i	i	i	i	i
